Screens deposited in PubChem by several laboratories.
dFosB activator: enhances mouse delta FosB homodimer DNA binding; P13346; purified delta FosB, TAMRA-CDK5 oligo fluorescence polarization; percent of positive-control signal above neutral wells; activation, % at 25 µM; actives 0.99% (n = 340,000);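 active = mean activation above about 17%, with every replicate also reaching it, limit read from the data, passing the limit was not always enough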;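 also: fluorescence polarization rise as delta FosB binds a TAMRA Cdk5 AP-1 oligo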
Target sequence (P13346 whole entry, looked up): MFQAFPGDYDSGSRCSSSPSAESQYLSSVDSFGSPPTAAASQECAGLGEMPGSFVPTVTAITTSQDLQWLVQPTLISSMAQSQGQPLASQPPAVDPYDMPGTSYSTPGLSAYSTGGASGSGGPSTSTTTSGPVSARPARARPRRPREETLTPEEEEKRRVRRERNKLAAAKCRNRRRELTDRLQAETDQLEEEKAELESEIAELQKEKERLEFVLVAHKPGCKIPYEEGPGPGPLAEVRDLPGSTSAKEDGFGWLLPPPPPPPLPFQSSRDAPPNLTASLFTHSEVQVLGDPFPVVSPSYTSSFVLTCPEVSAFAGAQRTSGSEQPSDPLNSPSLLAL
RTF Ca sens act: increases calcium sensitivity of human cardiac regulated thin filaments | IANBD-labeled TnC RTF fluorescence at EC20 calcium; 0% EC20 calcium, 100% full calcium | activation, % at 7.2 µM | actives 0.24% (n = 340,000) | AID 493008;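 active = activation above the mean over all tested compounds plus 3 SD, cut at about 30% in these data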;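 also: rise in fluorescence read as greater calcium sensitivity of cardiac thin filaments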
NSD2 inh: blocks human histone methyltransferase NSD2; O96028; NSD2 peptide methylation, AlphaScreen, 120 min; inhibition, % at 12.5 µM; actives 0.54% (n = 310,000); AID 743445; in the data active = inhibition above about 50%
CDK5 inh: CDK5/p35 (human) kinase inhibition; actives 0.01% (n = 330,000); Q00535+Q15078; Recombinant CDK5/p35, ADP-Glo luminescence, 60 min; inhibition, % at 10 µM;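 active = highest replicate inhibition of at least 50% and at least 75% of replicates reaching 50%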;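 also: plate controls were DMSO neutral control for no effect and GW8510 at 10 µM for full effect; many of its hits are not listed in these tables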
Keap1-Nrf2 PPI: Keap1-Nrf2 (human) interaction inhibition. Q14145. Keap1 Kelch-Nrf2 peptide fluorescence polarization, 1536-well. inhibition, % at 9.4 µM. actives 0.15% (n = 340,000); in the data active = inhibition above about 12%;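 also: human Keap1 Kelch domain with fluorescein labeled Nrf2 9mer peptide probe; 0% = neutral control wells and 100% = peptide positive control; higher means more block of Keap1 binding to Nrf2 peptide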
LANA DNA inh: inhibitors of KSHV LANA C-terminal domain DNA binding. MBP-C-LANA/FAM-LBS DNA binding, fluorescence polarization. inhibition, % at 9 µM. actives 0.078% (n = 340,000). AID 504423;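 active = highest replicate inhibition at or above 60% at 9 µM, even if other replicates fall short; inactive = all replicates below 60% inhibition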;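 also: 0% = neutral control wells and 100% = 4 µM acridine orange control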
SUMO Mot1 rescue: inhibitors of SUMOylation pathway: yeast Mot1-301 growth rescue. S. cerevisiae Mot1-301 growth rescue, ATP luminescence, 38.5C; percent above DMSO median, 100 means doubled. AID 2716. growth rescue, % at 18.8 µM. actives 1% (n = 320,000);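 active = every valid replicate shows activation above 250% relative to neutral control wells; inactive = the rest, any valid replicate at or below 250%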;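 also: OY570 slx delta 5 strain wells were the positive control but not used for scaling; some compounds called inactive have numbers as strong as hits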
PvdQ inh: P. aeruginosa PvdQ acylase inhibition. purified PvdQ acylase, fluorescence plate reader. inhibition, % at 10 µM. actives 0.063% (n = 340,000); in the data active = inhibition above about 30%, passing the limit was not always enough;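 also: 0% = vehicle neutral wells and 100% = reference inhibitor wells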
PfHsp90 yeast 2: reduces growth (ATP signal) of yeast expressing P. falciparum Hsp90; S. cerevisiae expressing PfHsp90, BacTiter-Glo ATP, 48 h; yeast lacking PDR1 and PDR3 efflux regulators; inhibition, % at 9.4 µM; actives 0.32% (n = 310,000); AID 504621;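 active = every replicate shows inhibition above about 80%, whatever the replicate mean, limit read from the data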;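 also: 0% = DMSO neutral controls and 100% = 20 µM radicicol positive controls; yeast relying on Plasmodium falciparum Hsp90 in place of its own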
Cardiac RTF inh: cardiac RTF calcium desensitization | IANBD-labeled cardiac RTF, Ca2+ fluorescence | P19429+P45379 | actives 0.12% (n = 340,000) | inhibition, % at 7.15 µM;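 active = inhibition above the mean inhibition of all tested compounds plus 3 SD, cut at about 17% in these data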;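 also: assay run at fixed EC70 calcium of 1.6 mM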
Rtt109 Vps75: C. albicans Rtt109 histone acetyltransferase inhibition. inhibition, % at 34.9 µM. purified Rtt109/Vps75, ThioGlo CoA-SH fluorescence, 4 h. actives 0.16% (n = 330,000). Q5AAJ8;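 active = inhibition of at least 50% in every replicate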
Target sequence (Q5AAJ8 whole entry, looked up): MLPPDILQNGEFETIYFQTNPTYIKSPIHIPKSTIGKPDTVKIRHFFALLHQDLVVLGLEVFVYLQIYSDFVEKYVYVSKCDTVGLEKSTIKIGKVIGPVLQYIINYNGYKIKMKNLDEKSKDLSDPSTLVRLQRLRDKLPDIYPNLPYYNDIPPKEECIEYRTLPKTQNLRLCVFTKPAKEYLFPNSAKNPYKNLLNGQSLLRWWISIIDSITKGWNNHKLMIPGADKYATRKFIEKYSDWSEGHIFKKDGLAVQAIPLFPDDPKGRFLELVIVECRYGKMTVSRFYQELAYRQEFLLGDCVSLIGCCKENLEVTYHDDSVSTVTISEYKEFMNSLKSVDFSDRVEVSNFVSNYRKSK
Numbers without * were called inactive; . = not tested or not shown.

Results follow in this order: SUMO Mot1 rescue | Rtt109 Vps75 | NSD2 inh | RTF Ca sens act | PvdQ inh | Cardiac RTF inh | LANA DNA inh | PfHsp90 yeast 2 | dFosB activator | Keap1-Nrf2 PPI | CDK5 inh
1. CCCCOC(=O)C1=C(C)Nc2nnnn2C1c1ccccc1Cl (centres undefined)
 : 204 | 7 | 10 | 2 | 1 | 3 | -0.7 | . | -7 | 1 | -0.9
2. CCc1ccc(-c2cc(C)no2)cc1S(=O)(=O)NCCCN1CCN(c2ccccc2)CC1
 : -23 | -6 | 0 | 1 | -13 | 5 | 1.1 | 11 | -10 | -2 | .
3. O=C(O)CSC1=NC(=Nc2cccc(Cl)c2)C2(CCCCC2)N1c1ccccc1
 : 6 | -3 | -2 | -3 | 3 | -6 | 1.6 | 7 | -4 | 1 | 4.0
4. N#Cc1cnc2ncnn2c1-c1ccccc1
 : 3 | -1 | 0 | -4 | -15 | 1 | 0.4 | 2 | 2 | -5 | 2.0
5. CCn1nc(C(=O)NCC2COc3ccccc3O2)c2ccccc2c1=O (centres undefined)
 : 6 | -1 | -4 | -2 | 4 | 8 | 0.9 | 14 | -6 | -6 | -0.1
6. COc1ccc(NC(=O)c2cc(S(=O)(=O)N3CCOCC3)cn2C)c(OC)c1
 : -24 | -6 | . | 5 | -18 | -9 | 1.7 | 11 | -3 | 1 | -2.6
7. Cc1ccc(CNc2nc3ccccc3s2)s1
 : 7 | 4 | 1 | -3 | -8 | -10 | 1.2 | -1 | -3 | -3 | -1.9
8. Cc1ccc(O)c(N/C=C/C(=O)c2ccc(F)cc2)c1
 : 7 | 6 | 18 | -3 | -6 | -7 | -4.0 | -2 | -8 | -2 | 0.4
9. CCOC(=O)c1c(S(=O)(=O)N(C)Cc2ccco2)c(C)n(C)c1C
 : -11 | 12 | 2 | -2 | 1 | -12 | -1.0 | -23 | 1 | -2 | 1.1
10. Cc1cc(C(=O)NC2CC(C)(C)Cc3c2cnn3-c2ccc(F)cc2)no1 (centres undefined)
 : -6 | 15 | 1 | 0 | 1 | 6 | -0.3 | 12 | -14 | -3 | 0.5
11. O=C(CN1CCCc2ccccc21)NCc1ccc2c(c1)OCO2
 : 10 | 64* | 1 | 11 | 5 | -14 | -0.1 | -15 | -1 | -9 | -1.3
12. Cn1cc(S(=O)(=O)CC(=O)Nc2ccc3c(c2)OCO3)c2ccccc21
 : 141 | -8 | 2 | 8 | -6 | -5 | -0.4 | -34 | 5 | -2 | -17
13. CN(C)c1ccnc(Oc2ccccc2)c1C#N
 : . | -7 | -2 | 2 | -8 | -9 | 1.5 | 3 | -3 | -3 | -2.1
14. Cc1ccc(S(=O)(=O)N2CCN(C(=O)COC(=O)COc3cccc4c3OC(C)(C)C4)CC2)cc1
 : 5 | 7 | -6 | -1 | -1 | 7 | -1.0 | 17 | -11 | -6 | -3.1
15. COc1ccccc1/C=N/NC(=O)c1cccc(NC(=O)c2ccccc2Cl)c1
 : -7 | -4 | -2 | 0 | 7 | -1 | 0.6 | 26 | -7 | 1 | 4.7
16. Cc1ccc(Cn2c(C(C)Nc3nc(-c4ccc(Cl)cc4)cs3)nc3cc(C(=O)NCCCO)ccc32)cc1 (centres undefined)
 : -12 | -2 | . | 6 | -3 | 6 | 0.7 | 5 | -7 | -7 | 0.5
17. COc1ccc(Br)cc1CN1CCN(C(=O)c2cccc(F)c2)CC1
 : 12 | -3 | 1 | -2 | 6 | -4 | 0.5 | -10 | -3 | -3 | 2.0
18. CCCn1c(SCC(=O)N2CCCC2)nc2c1c(=O)n(C)c(=O)n2C
 : 11 | 0 | -3 | 0 | -8 | -5 | 1.5 | 9 | 2 | -4 | 4.7
19. O=C(CC1C(=O)NCCN1C(=S)Nc1ccccc1)Nc1ccc(F)cc1 (centres undefined)
 : -10 | 6 | 1 | -3 | -9 | 7 | -0.5 | -8 | 4 | -2 | -1.8
20. CC1(c2cccc(Br)c2)NC(=O)N(CC(=O)Nc2ccc(F)cc2)C1=O (centres undefined)
 : 4 | 2 | -4 | -5 | -8 | -6 | -0.6 | 21 | -7 | -3 | -0.2
21. CC(=O)Nc1ccc(OC(=O)N2CCCC2)cc1
 : -12 | 1 | -6 | -7 | -21 | -3 | 0.6 | -10 | -6 | 0 | 1.3
22. CCOc1ccccc1C1C(C#N)=C(N)N(N(C)C)C2=C1C(=O)CCC2 (centres undefined)
 : 113 | -3 | -2 | -3 | -8 | -2 | 1.6 | 22 | -9 | -3 | 1.2
23. CC(=O)OCCc1c(C)nc2nc[nH]n2c1=O
 : 3 | 6 | -45 | -1 | -9 | 1 | -2.0 | 7 | 11 | 1 | 0.1
24. CCc1cc(=O)oc2c(C)c(OC(C)C(=O)NC3CC(C)(C)NC(C)(C)C3)ccc12 (centres undefined)
 : 9 | -1 | 1 | -1 | -14 | -20 | -0.1 | 28 | -4 | 1 | .
25. COc1ccc(/C=N/NC(=O)CCCOc2ccc(Cl)cc2Cl)cc1
 : -10 | 8 | -2 | -4 | -4 | 2 | -0.9 | -16 | -8 | 3 | 0.4
26. Cc1csc(NC(=O)C(F)(F)F)n1
 : -29 | -3 | 0 | 6 | -10 | -2 | -1.7 | -18 | -3 | -4 | 0.3
27. CS(=O)(=O)N(CC(=O)N1CCCC1)c1cc(Cl)c(Cl)cc1Cl
 : -12 | -2 | 0 | -1 | -6 | 6 | 1.2 | -29 | 4 | 2 | -0.5
28. Cc1ccc(C(=O)Nc2nnc(C3=COCCO3)o2)cc1C
 : -5 | -2 | 0 | 5 | -6 | -2 | 1.2 | -26 | -3 | 2 | -2.7
29. Cc1ccccc1NC(=O)COC(=O)/C=C/c1cccc(C(F)(F)F)c1
 : -3 | -3 | -3 | -4 | -7 | 9 | 2.2 | 31 | 1 | -1 | 2.7
30. O=C(NC1CCCC1)C(c1ccc(F)cc1)N(Cc1ccccc1Cl)C(=O)CCl (centres undefined)
 : -25 | -4 | -2 | -6 | -3 | -3 | 1.0 | 1 | -1 | -6 | 0.9
31. O=C(O)C1=C[C@@H](O)[C@@H](O)[C@H](O)C1
 : . | 0 | . | -2 | -6 | 4 | -2.7 | 22 | 5 | -5 | 0.7
32. Cc1ccc(C)c(N2C(=O)CS/C2=N\NC(=O)c2ccccc2Cl)c1
 : -6 | -3 | -1 | -1 | 12 | 4 | 2.7 | -15 | -1 | 7 | 0.5
33. CN(C)CCCC(C)(O)C(Cc1ccccc1)c1ccccc1 (centres undefined)
 : 0 | 1 | 9 | 3 | -2 | 0 | -2.7 | 12 | 3 | 3 | -0.7
34. Cn1c(CSCc2ccccc2)n[nH]c1=S
 : 7 | -9 | 1 | -8 | -5 | -7 | -2.8 | . | 3 | 0 | 1.0
35. O=C(NCc1ccc2c(c1)OCO2)C(=O)NCC1OCCCN1S(=O)(=O)c1cc(F)ccc1F (centres undefined)
 : 6 | 3 | -1 | 4 | -6 | -6 | 1.1 | -7 | -11 | 2 | -0.3
36. CS(=O)CCC(NS(=O)(=O)c1ccccc1)C(=O)O (centres undefined)
 : -9 | 1 | . | 4 | 5 | -8 | 0.5 | -19 | 2 | -1 | 0.2
37. CCc1ccc(-c2nc(CN3CCC(C(=O)N4CCN(c5ccccc5)CC4)CC3)c(C)o2)cc1
 : -12 | -6 | 5 | 3 | -6 | -9 | -2.4 | -1 | -17 | -4 | -8.0
38. Nc1ccc(S(=O)(=O)Nc2nc3ccccc3o2)cc1
 : -3 | 4 | 6 | -3 | -6 | -5 | 2.7 | -8 | -4 | 3 | -1.6
39. COc1ccc(CNc2nc3nc(C)cc(C)n3n2)cc1
 : -5 | -10 | 0 | -2 | -10 | -8 | 1.0 | 3 | -5 | -2 | 2.1
40. N#CC1=C(C2CC2)CC(c2ccccc2)C(C#N)=C1N (centres undefined)
 : -5 | -18 | 1 | 4 | -3 | 3 | 0.6 | -6 | 3 | -4 | 0.7
41. Cc1ccc(CN2CCSc3ccc(C(=O)NCC4CCCO4)cc32)cc1 (centres undefined)
 : 27 | -221 | 0 | 0 | -12 | -1 | 0.2 | -14 | -6 | -3 | 0.8
42. c1ccc2oc(-c3ccc(Nc4nc(N5CCOCC5)nc(N5CCOCC5)n4)cc3)nc2c1
 : . | -3 | -8 | -5 | 7 | 0 | -0.1 | 6 | -4 | 3 | -0.6
43. O=C(Nc1ccccc1)c1ccc(Br)o1
 : 4 | 0 | . | -4 | 3 | -2 | -0.8 | 14 | 0 | 2 | -0.9
44. CN(Cc1ccc(CNC[C@H]2O[C@@H](n3cnc4c(N)ncnc43)[C@H](O)[C@@H]2O)o1)S(C)(=O)=O
 : -14 | 5 | . | -5 | 9 | 1 | 0.0 | -9 | 3 | -8 | 6.3
45. COc1ccccc1N(CC(=O)NCC1CCCO1)C(=O)CNS(=O)(=O)c1ccccc1 (centres undefined)
 : -6 | -4 | 0 | -4 | 1 | -6 | 0.3 | 36 | -4 | 2 | 0.6
46. CCCCCN(C(=O)CCC(=O)OCCOc1ccccc1Cl)c1c(N)n(CCCC)c(=O)[nH]c1=O
 : 6 | -29 | . | 2 | -4 | -23 | 1.1 | -15 | -25 | 1 | 0.3
47. CCCCC12CN3CC(C)(CN(C1)C3c1ccc([N+](=O)[O-])o1)C2=O (centres undefined)
 : -3 | -4 | 0 | 4 | 4 | 3 | -2.0 | -3 | -3 | -1 | -1.5
48. CCCCCNC(=O)c1ccc2c(c1)ncn2-c1ccc(OC)cc1
 : -5 | -7 | -2 | 6 | 6 | -1 | 0.1 | 5 | -12 | 0 | 0.9
49. O=C(O)C(Cc1ccc(Cl)cc1)Sc1nc2ccccc2[nH]1 (centres undefined)
 : 0 | 6 | -2 | -2 | 8 | 2 | 0.4 | 2 | -3 | -1 | -0.5
50. CC(C)CCN(C(=O)Nc1ccc(Cl)cc1)C1CCN(C(C)C)CC1
 : 24 | 11 | 0 | -4 | 2 | 2 | 0.2 | 1 | 2 | -1 | -0.2
51. Cc1ccc(/C=C/C(=O)c2c(C)cc(C)[nH]c2=O)cc1
 : . | -5 | 10 | 4 | -6 | -3 | -0.3 | . | -4 | 3 | -1.6
52. Cc1ccc(C2=NC(=O)/C(=C/c3cc(O)c(O)c(Br)c3)S2)cc1
 : . | -2 | 120* | -22 | -13 | 15 | 1.6 | -11 | -20 | 2 | 1.6
53. Cc1ccc(S(=O)(=O)NCc2c(-c3ccccc3)c3cc(Cl)ccc3[nH]c2=O)cc1
 : . | 0 | -3 | -2 | 5 | 3 | -1.1 | -17 | -1 | -3 | 1.9
54. COc1ccc(O)c(CN2CCC(n3nccc3NC(=O)C3CCCC3)CC2)c1
 : 0 | 4 | 4 | 4 | -3 | -2 | 1.0 | -18 | -5 | 3 | 1.9
55. CCc1nonc1NC(=O)COc1cc(C)c(Cl)c(C)c1
 : 4 | -3 | -4 | -3 | -7 | -1 | -0.6 | 0 | -2 | -4 | 0.3
